ZTA counter – blocks Epstein-Barr virus ZTA, an EBNA-1 counter-screen | ZTA-DNA binding, fluorescence polarization | inhibition, % at 11 µM | hit rate 0.15% among 320,000 | AID 2234; in the data active = inhibition above about 33%
Target sequence (P03206 whole entry, looked up): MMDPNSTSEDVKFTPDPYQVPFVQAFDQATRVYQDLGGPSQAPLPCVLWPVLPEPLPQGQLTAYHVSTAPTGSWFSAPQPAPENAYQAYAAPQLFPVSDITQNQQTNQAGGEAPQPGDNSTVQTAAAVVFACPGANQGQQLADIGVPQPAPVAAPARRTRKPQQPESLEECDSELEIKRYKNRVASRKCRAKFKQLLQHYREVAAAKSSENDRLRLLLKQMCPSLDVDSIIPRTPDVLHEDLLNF
PREPL inhibitor – human PREPL enzyme inhibition; recombinant PREPL, fluorescence polarization activity-based probe; inhibition, % at 5.96 µM; hit rate 0.68% among 320,000; AID 2751; in the data active = inhibition above about 43%;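 also: 0% = enzyme with DMSO and 100% = wells lacking enzyme; many of its hits are not listed in these tables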
Fh CTSL1 inh – counter-screen for PFM18AAP inhibitors: inhibitors of F. hepatica cathepsin L1; recombinant F. hepatica cathepsin L1, Z-Leu-Arg-MCA fluorescence; inhibition, % at 5.96 µM; hit rate 0.49% among 300,000; AID 1906;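 active = inhibition above the mean of all tested compounds plus 3 SD, set per screening campaign, cut at about 17% in these data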;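 also: 0% = plate median of test compound wells and 100% = 1 µM Z-Phe-Ala-diazomethylketone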
EBNA-1 inh – blocks EBNA-1 binding to DNA; EBNA-1 DNA binding, fluorescence polarization; inhibition, % at 14.8 µM; hit rate 0.34% among 300,000; AID 1950; in the data active = inhibition above about 28%
PP1 counter – PP1-alpha (human) inhibition in PP5 counter-screen; hit rate 0.9% among 320,000; purified PP1alpha, OMFP fluorescence; inhibition, % at 6.7 µM; P62136;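 active = inhibition above the mean inhibition of all tested compounds plus 3 SD, computed separately for each screening campaign, cut at about 15% in these data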
Target sequence (P62136 whole entry, looked up): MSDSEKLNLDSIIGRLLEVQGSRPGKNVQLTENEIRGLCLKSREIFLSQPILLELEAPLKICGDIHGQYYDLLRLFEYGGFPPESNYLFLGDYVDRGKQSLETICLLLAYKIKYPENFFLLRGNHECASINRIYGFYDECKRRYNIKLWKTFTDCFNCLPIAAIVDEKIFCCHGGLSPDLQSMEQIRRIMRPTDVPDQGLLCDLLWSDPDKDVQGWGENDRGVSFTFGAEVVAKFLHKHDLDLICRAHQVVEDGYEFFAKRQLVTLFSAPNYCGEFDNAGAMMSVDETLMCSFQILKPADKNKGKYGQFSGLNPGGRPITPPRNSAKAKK
Efflux pump inh – inhibitors of Candida antifungal efflux pumps expressed in yeast. S. cerevisiae Candida pump triplex, Nile Red efflux. inhibition, % at 10 µM. hit rate 0.44% among 330,000. AID 485275;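 active = plate passing quality check with inhibition over a set limit, or well fluorescence over plate mean plus 4 SD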;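 also: Nile Red retained in pooled yeast measured as flow cytometry median fluorescence; 0% = buffer negative control and 100% = Enniatin B positive control; higher means more Nile Red kept so more efflux inhibition; some compounds called inactive have numbers as strong as hits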
TPT1 inh – blocks Candida albicans tRNA 2'-phosphotransferase; recombinant caTPT1, FP RNA substrate dephosphorylation; inhibition, % at 5 µM; hit rate 0.81% among 300,000; AID 1962;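 active = inhibition above the mean of all tested compounds plus 3 SD, set per screening campaign, cut at about 24% in these data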;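 also: plate controls were DMSO alone for no effect and ferristatin control at 100 nM for full effect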
PP5 inh – inhibitors of human protein phosphatase 5 (PP5); P53041; purified PP5c, OMFP substrate fluorescence; inhibition, % at 6.7 µM; hit rate 0.18% among 320,000; AID 1987;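 active = inhibition above the campaign's mean inhibition across all tested compounds plus 3 SD, cut at about 9.5% in these data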;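 also: 0% = DMSO only and 100% = 100 µM cantharidin control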
Target sequence (P53041 whole entry, looked up): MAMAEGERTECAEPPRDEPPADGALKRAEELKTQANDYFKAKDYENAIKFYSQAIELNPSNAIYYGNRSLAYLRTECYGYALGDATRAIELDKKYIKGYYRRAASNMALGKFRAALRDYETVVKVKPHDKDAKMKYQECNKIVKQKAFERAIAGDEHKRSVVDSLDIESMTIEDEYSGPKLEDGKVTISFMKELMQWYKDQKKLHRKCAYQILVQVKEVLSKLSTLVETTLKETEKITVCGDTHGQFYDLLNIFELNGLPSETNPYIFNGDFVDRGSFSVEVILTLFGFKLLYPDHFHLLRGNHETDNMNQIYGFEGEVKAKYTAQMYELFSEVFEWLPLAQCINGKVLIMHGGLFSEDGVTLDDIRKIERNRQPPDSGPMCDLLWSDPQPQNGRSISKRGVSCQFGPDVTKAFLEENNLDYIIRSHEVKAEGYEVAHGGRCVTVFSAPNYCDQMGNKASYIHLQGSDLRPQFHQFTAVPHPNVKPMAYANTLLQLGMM
core dimer inh – blocks dimerization of HCV core protein | AID 1899 | hit rate 0.33% among 300,000 | inhibition, % at 5 µM | TR-FRET GST/Flag-core106 dimerization, 1536-well;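 active = inhibition above the mean of all tested compounds plus 3 SD, set per screening campaign, cut at about 45% in these data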
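Assay system: Tagged HCV core106 pair (GST and Flag) | Buffer or medium: KF-containing HEPES buffer, pH 7.45, DTT, CHAPS, BSA | Also added: Eu donor and XL665 acceptor anti-tag antibodies | Dosing: One concentration, 5 µM, in 0.5% DMSO | Timing: 4 h at 22.5 °C | Technique: TR-FRET 671 and 617 nm emission | Repeats: Singlicate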
Starred values were filed as active, the others as inactive; . = no result given. Some of the compounds tested; count on the stated rates, not on these rows.

SMILES	ZTA counter	EBNA-1 inh	core dimer inh	Fh CTSL1 inh	PREPL inhibitor	TPT1 inh	PP1 counter	Efflux pump inh	PP5 inh
COc1cccc(CN(C)C(=O)CCNC(=O)c2ccc(Br)cc2)c1	3	2	0	-2	2	-4	-2	1.2	3.8
O=[N+]([O-])c1ccn(-c2nc(-c3ccccc3)cc(C(F)(F)F)n2)n1	-13	-3	-3	2	-7	-5	6	-0.1	-0.2
O=C(CCC1CCCC1)NCCCNC(=O)CCC1CCCC1	-9	5	2	4	14	-4	-4	0.1	-0.9
COc1ccc(/C=N/Nc2nonc2N)cc1	4	2	-8	3	-13	-2	0	0.1	-0.5
N#Cc1ccsc1NC(=O)COc1ccc(-c2nnco2)cc1	18	5	96*	-1	0	16	9	-0.1	-1.8
COC(=O)c1sc(NC(=O)CSc2nnnn2C)nc1C	3	-4	0	-1	3	-4	-1	-0.1	3.0
CC(C)c1nnc(SCC(=O)NCc2ccco2)n1C	-10	1	-4	-2	13	-5	3	0.0	1.6
CCCCn1c(N)c(N(CCOC)C(=O)c2cc(S(=O)(=O)N3CCCCC3)ccc2Cl)c(=O)[nH]c1=O	0	0	-19	-1	13	-4	0	0.0	0.7
COc1ccc(OCC(=O)Nc2ccccc2N2CCCCC2)cc1	18	-2	5	3	10	0	2	0.1	1.0
O=C(c1ccc(-c2ccccc2)cc1)C1CCCN(Cc2ccncc2)C1 (stereo not drawn)	20	8	9	4	-8	3	2	0.3	0.0
Cc1cccc(NC(=S)N=Nc2c(O)n(C)c3ccc(S(=O)(=O)N4CCOCC4)cc23)c1	3	-1	10	-1	11	-1	-3	-0.3	0.2
Cc1ccc2nsnc2c1S(=O)(=O)NCCc1c(C)[nH]c2ccc(F)cc12	-3	3	1	-7	2	-3	-1	-0.7	1.0
N#CC1=C(N)c2ccccc2CC12CCCCC2	5	3	2	5	-4	-1	1	0.0	2.9
O=C(Oc1cccc(NC(=O)c2ccccc2Cl)c1)c1ccc([N+](=O)[O-])cc1	5	-8	4	-1	17	5	-1	0.2	2.0
Cn1nc([N+](=O)[O-])nc1N1CCN(c2ccc(F)cc2)CC1	-22	-1	-4	-4	19	1	-1	-0.1	5.5
COC(=O)C1C(O)=C(C(C)=N)C(=O)CC1(C)C (stereo not drawn)	-1	-3	1	-2	16	1	-1	0.1	1.3
O=c1c2ccccc2[nH]c(=S)n1CCCN1CCN(c2ccccc2F)CC1	-4	10	1	4	2	-1	2	-0.1	2.3
O=C(NCCc1ccccc1)Oc1ccc(Cl)cc1	-9	-1	5	-3	-6	-2	-5	0.1	-0.3
COc1cc(C(=O)Nc2ccc(S(=O)(=O)NC(C)(C)C)cc2)cc(OC)c1OC	-8	-7	-5	-4	9	3	-1	-0.1	2.9
CC(C)Cn1c(=O)c(C(=O)Nc2cnccn2)c(O)c2ccccc21	-10	-18	0	-3	5	0	-5	0.3	3.5
O=C(O)/C=C\c1ccccc1Oc1cccc(Cl)c1	-12	-14	3	-4	13	-3	0	-0.1	2.7
O=C(N=C1SC2CS(=O)(=O)CC2N1c1c(Cl)cccc1Cl)C1CC1 (stereo not drawn)	-1	-17	-3	7	5	-2	-4	-0.1	-2.9
Brc1ccc(C2=Nn3c(nnc3-c3cccnc3)SC2)s1	1	-9	7	6	2	-2	2	0.2	3.3
Cc1ccc(S(=O)(=O)N(C)C)cc1NC(=O)COC(=O)/C=C/c1cccs1	16	3	-1	-4	3	-4	2	0.0	0.3
CC(C)c1ccc(N(C(=O)c2ccc3c(c2)OCO3)C2C=CS(=O)(=O)C2)cc1 (stereo not drawn)	6	-6	4	0	10	2	-5	-0.1	0.2
Cc1[nH]n(-c2cccc3ccccc23)c(=O)c1/C=N/c1sc2c(c1C#N)CCC2	-4	-5	14	0	2	5	-1	-0.1	-0.2
Cc1occc1C(=O)NNC(=O)Nc1ccc([N+](=O)[O-])cc1	-14	0	-2	-3	10	-2	0	0.1	-1.8
COc1ccc(-c2ccc(OC)c([C@H]3[C@@H]4C=CCC[C@@]4(C)C(=O)N3Cc3ccccc3)c2)cc1OC	13	1	-4	-1	8	2	3	0.2	2.0
CC1CCN(S(=O)(=O)c2csc(C(=O)Nc3ccccc3)c2)CC1	-4	-3	4	2	4	1	-3	0.0	6.4
COCCCNC(=S)N/N=C/c1cccc(OC)c1O	-10	16	1	2	1	-3	-6	0.1	0.9

Whole records as entered above:
Cc1ccc(S(=O)(=O)N(C)C)cc1NC(=O)COC(=O)/C=C/c1cccs1 across the screens: ZTA counter = 16; EBNA-1 inh = 3; core dimer inh = -1; Fh CTSL1 inh = -4; PREPL inhibitor = 3; TPT1 inh = -4; PP1 counter = 2; Efflux pump inh = 0.0; PP5 inh = 0.3
COc1cc(C(=O)Nc2ccc(S(=O)(=O)NC(C)(C)C)cc2)cc(OC)c1OC across the screens: ZTA counter = -8; EBNA-1 inh = -7; core dimer inh = -5; Fh CTSL1 inh = -4; PREPL inhibitor = 9; TPT1 inh = 3; PP1 counter = -1; Efflux pump inh = -0.1; PP5 inh = 2.9

(cont.)
SMILES	ZTA counter	EBNA-1 inh	core dimer inh	Fh CTSL1 inh	PREPL inhibitor	TPT1 inh	PP1 counter	Efflux pump inh	PP5 inh
CC(=O)Nc1ccc(SCC(=O)OCC(=O)NC(=O)NCc2ccco2)cc1	-8	-14	5	-3	-1	-1	-6	0.1	3.5
CCOC(=O)C(C(=O)OCC)c1c([N+](=O)[O-])c(=O)n2c3c(cccc13)CCC2	-1	-17	5	-5	21	-3	3	0.0	1.2
C(=C\c1ccccc1)/CN1CCN(Cc2nc(Cc3ccccc3)no2)CC1	3	3	3	1	8	-2	-2	0.0	3.5
C=CC[N+](C)(C)C/C(Cl)=C(\Cl)c1ccccc1	-5	7	-4	-5	3	-4	-1	-0.2	3.0
Cc1ccccc1NS(=O)(=O)c1nnc(NC(=O)c2ccc(Cl)cc2)s1	2	-13	-2	2	15	-2	7	-1.2	-0.5
Cn1c(=O)oc2cc(S(=O)(=O)CCC(=O)Nc3ccccc3)ccc21	-1	7	3	-2	-6	-1	-4	0.1	0.7
Cn1cc(CNCc2cn(C)nc2-c2ccc(C3CCCCC3)cc2)cn1	0	-8	-1	-3	-14	1	-3	0.3	-0.1
Cc1ccc(C)c(N2CCN(C(=O)Nc3ccc4c(c3)N(C)C(=O)CS4)CC2)c1	-29	-4	16	1	15	-1	6	0.0	5.0
CC(C)c1ccc(C(CC(=O)c2ccc(Cl)cc2)C(=O)O)cc1 (stereo not drawn)	-4	3	10	-1	-5	0	1	0.0	1.5
CCNc1nnc(SCC(=O)N2c3ccccc3NC(=O)CC2C)s1 (stereo not drawn)	7	.	.	.	-1	.	-3	0.1	1.1
O=C(NNC(=O)c1cc(-c2ccco2)nc2ccccc12)c1ccccc1	0	-7	8	-8	-2	-9	-1	0.2	-3.3
O=C(NCc1ccco1)C(=O)NCC1OCCN1S(=O)(=O)c1cc(F)ccc1F (stereo not drawn)	-2	5	2	0	-6	0	1	-0.1	-0.8
CC(=O)Oc1cc(C(C)C)c(OCCN(C)C)cc1C	-6	0	-6	1	21	-2	0	0.0	-3.8
Cc1cccc(NC(=O)NCC(c2ccco2)N2CCCCC2)c1 (stereo not drawn)	7	3	0	-1	5	-3	-2	0.3	-1.7
COc1ccc(-c2nsc3c(N4CCN(C(=O)c5ccco5)CC4)ncnc23)cc1	-31	5	25	0	7	-6	3	-0.1	2.4
Cc1ccccc1-n1c(SCc2cc(=O)n3ccccc3n2)nc2[nH]ncc2c1=O	-1	3	2	3	-13	3	-2	0.1	1.8
CCOc1ccccc1OCC(=O)NN1Cc2ccccc2C1=N	-11	1	2	-2	13	-3	1	-0.2	1.3
Cc1ccc2cc(C#N)c(N3CCN(C(=O)c4cccs4)CC3)nc2c1	-5	-3	1	-1	39	0	-6	0.0	1.4
COc1ccc2oc(=N)c(C(=O)Nc3ccc(Br)cc3)cc2c1	0	8	6	-4	-6	-3	-6	0.0	1.9
O=C(Nc1ccc(NC(=O)C2CC2)nc1)c1cnccn1	7	5	-6	3	11	-4	0	0.0	-3.5
CC(=O)Nc1cccc(/C(C)=N/NS(=O)(=O)c2ccccc2)c1	3	0	1	-1	2	-7	3	0.0	1.2
Cc1ccc(NC(=O)COC(=O)CN2CCCCCC2=O)c(C)c1	7	.	.	.	12	.	3	-0.1	1.0
Cc1ccc(CSc2nnc(-c3cccc(S(=O)(=O)N4CCOCC4)c3)n2CC(C)C)cc1	-9	-9	6	1	36	2	3	0.6	3.2
CC1(C)C(C(=O)O)N2C(=O)C(NC(=O)Cc3ccccc3)C2S1=O (stereo not drawn)	-5	-3	-1	-3	7	1	0	0.2	2.8
CCOc1cc(C(=O)NCCOC)ccc1OC	4	-5	-2	0	0	-2	0	0.0	0.6
CS(=O)(=O)N1CCN(c2ccc(NC(=O)c3cccnc3Cl)cc2)CC1	-6	0	3	3	11	-3	1	0.1	-0.8
O=C(CSc1nnc(COc2ccccc2)o1)N1CCCC1	0	1	6	-1	-1	-1	1	-0.3	0.9
CCOC(=O)C1=C(O)/C(=C\c2ccc(CNS(=O)(=O)c3ccc(Br)cc3)o2)N=C1C	13	2	13	6	6	11	3	0.4	1.6
Cc1ccc(C(=O)NC2CCN(CC(=O)Nc3cccc([N+](=O)[O-])c3)CC2)cc1	3	1	-2	0	-4	4	-2	0.0	2.2
COc1ccc(C(CNC(=O)c2cccc(NS(=O)(=O)c3ccc(C)c(F)c3)c2)N(C)C)cc1 (stereo not drawn)	-20	2	-4	-5	-46	-2	0	-0.1	1.9

Going on with the list.
SMILES	ZTA counter	EBNA-1 inh	core dimer inh	Fh CTSL1 inh	PREPL inhibitor	TPT1 inh	PP1 counter	Efflux pump inh	PP5 inh
COc1ccc(C(=O)/C(C)=N/O)cc1OC	-6	3	-1	-2	4	-3	-4	-0.1	1.3
CC1CCc2c(C(=O)NCCN3CCOCC3)csc2C1 (stereo not drawn)	-8	-7	-3	0	16	3	2	0.2	0.1
COc1ccc(-c2cc(C(=O)Nc3ccccc3F)on2)cc1	-10	-2	4	5	14	-2	2	0.0	0.4
COc1ccc(NC(=O)CCS(=O)(=O)c2ccc3c(c2)CCCN3C(C)=O)cc1Cl	7	5	9	-3	10	-4	1	0.0	0.6
O=S(=O)(NCC1CC1)c1cccc(S(=O)(=O)N2CCCC2)c1	3	-9	0	1	0	-1	-4	0.1	1.9
CCCCN(S(=O)(=O)c1ccccc1)S(=O)(=O)c1ccccc1	0	3	3	3	-6	-2	4	0.2	3.8
O=C(Nc1ccc(Cl)cn1)c1ccc(Oc2ccccc2)cc1	-15	-13	1	-1	-6	-2	0	0.1	6.1
CN(C)C(=O)c1ccc(-c2cc(C(F)(F)F)n(C)n2)s1	-6	11	-3	-2	7	-4	-2	-0.2	1.9
Cc1cc(C)n(Cc2ccc(C(=O)O)o2)n1	5	1	3	5	-1	-4	-1	0.1	1.8
Cc1ccc(C(=O)Nc2sc3c(c2C(=O)O)CCCC3)o1	-13	-4	-3	14	7	-4	-10	-2.2	-1.2
COc1ccc(C)cc1Nc1n[n+](-c2ccccc2)c(-c2ccc(N(C)C)cc2)s1	-6	10	-9	3	61*	51*	10	0.1	3.8
O=C(COC(=O)c1cc2ccccc2oc1=O)Nc1cccc(S(=O)(=O)N2CCCCCC2)c1	-17	2	4	-5	11	-5	0	-0.1	1.9
CCOc1ccccc1C(=O)NC(C(=O)Nc1ccccc1N1CCOCC1)C(C)C (stereo not drawn)	-7	-2	-1	0	15	-1	-2	0.1	0.0

PREPL inhibitor: hit marks shown above
SMILES	EBNA-1 inh	core dimer inh	PREPL inhibitor	TPT1 inh	Efflux pump inh	PP5 inh
COc1ccc(C)cc1Nc1n[n+](-c2ccccc2)c(-c2ccc(N(C)C)cc2)s1	10	-9	61*	51*	0.1	3.8

Source: PubChem (several laboratories)
